Screening data (PubChem BioAssay)
CHRM4 antagonist = human M4 muscarinic receptor antagonists, primary screen, CHO cells, Fluo-8 calcium fluorescence; AID 624125, 2012; inhibition, % at 3 µM; CHO-hM4 cells, ACh EC80; hit rate 0.73% among 360,000;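 active = inhibition above its plate's cutoff, the mean inhibition of sample wells plus 3 SD, cut at about 27% in these data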;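 note: 0% = acetylcholine EC80 with DMSO and 100% = DMSO without agonist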
Target sequence (P08173 whole entry, looked up): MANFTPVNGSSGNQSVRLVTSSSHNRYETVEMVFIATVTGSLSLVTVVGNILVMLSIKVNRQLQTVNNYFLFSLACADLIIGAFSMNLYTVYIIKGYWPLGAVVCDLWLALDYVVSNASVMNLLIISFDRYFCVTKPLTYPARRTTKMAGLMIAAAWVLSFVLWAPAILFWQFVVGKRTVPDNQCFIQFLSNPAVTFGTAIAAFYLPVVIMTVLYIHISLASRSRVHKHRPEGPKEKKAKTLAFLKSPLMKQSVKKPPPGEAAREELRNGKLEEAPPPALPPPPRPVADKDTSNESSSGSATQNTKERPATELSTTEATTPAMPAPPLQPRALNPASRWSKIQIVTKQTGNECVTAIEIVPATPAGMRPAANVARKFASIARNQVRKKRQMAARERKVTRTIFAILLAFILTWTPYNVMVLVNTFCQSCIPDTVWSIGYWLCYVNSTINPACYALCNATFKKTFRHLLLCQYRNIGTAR
M1 antag = human M1 muscarinic receptor antagonists, primary screen, CHO-K1 cells, Fluo-8 calcium fluorescence, 1536-well | inhibition, % at 3 µM | CHO-K1 hM1, ACh EC80 antagonist | hit rate 1.3% among 360,000 | AID 588852, 2011;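 active = percent inhibition above its own plate's cutoff, namely the mean of that plate's compound wells plus 3 SD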;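 note: peak over basal fluorescence ratio during 140 s after agonist addition; 0% = ACh EC80 plus DMSO and 100% = DMSO alone without agonist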
M4 PAM = human M4 muscarinic receptor positive allosteric modulators, primary screen, CHO-K1 cells, Fluo-8 calcium fluorescence. AID 624126, 2012. activation, % at 3 µM. hit rate 0.4% among 360,000. Muscarinic acetylcholine receptor M4 (Homo sapiens), P08173. CHO-K1 hM4/Gqi5, ACh EC20; 0% = ACh EC20, 100% = maximal ACh;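 active = activation above its plate's cutoff, the mean activation of sample wells plus 3 SD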; note: some results filed as inactive read as strong as hits
M5 antag = human M5 muscarinic receptor antagonists, primary screen, CHO cells, Fluo-8 calcium fluorescence | Muscarinic acetylcholine receptor M5 (Homo sapiens), P08912 | CHO-hM5 cells, ACh EC80 | inhibition, % at 3 µM | hit rate 0.59% among 360,000 | AID 624040, 2012;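 active = inhibition above a per-plate cutoff, the mean of that plate's test compounds plus 3 SD, cut at about 27% in these data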;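 note: 0% = acetylcholine EC80 with DMSO and 100% = DMSO without agonist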
Target sequence (P08912 whole entry, looked up): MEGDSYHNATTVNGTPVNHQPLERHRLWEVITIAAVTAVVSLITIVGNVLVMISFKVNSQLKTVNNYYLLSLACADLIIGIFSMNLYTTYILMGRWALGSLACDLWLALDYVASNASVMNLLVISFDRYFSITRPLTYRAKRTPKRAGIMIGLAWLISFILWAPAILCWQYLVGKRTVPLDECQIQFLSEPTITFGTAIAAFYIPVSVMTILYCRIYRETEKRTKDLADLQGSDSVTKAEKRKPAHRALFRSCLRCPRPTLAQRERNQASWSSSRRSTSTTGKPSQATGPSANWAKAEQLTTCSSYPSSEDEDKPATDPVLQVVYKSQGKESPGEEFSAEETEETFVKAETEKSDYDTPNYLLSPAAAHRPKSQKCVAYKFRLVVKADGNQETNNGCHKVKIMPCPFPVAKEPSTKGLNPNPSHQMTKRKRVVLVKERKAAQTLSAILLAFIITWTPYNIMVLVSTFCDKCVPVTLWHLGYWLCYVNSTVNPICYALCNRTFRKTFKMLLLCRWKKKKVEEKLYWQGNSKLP
CHRM1 PAM = human M1 muscarinic receptor positive allosteric modulators, primary screen, CHO-K1 cells, Fluo-8 calcium fluorescence, 1536-well. Muscarinic acetylcholine receptor M1 (Homo sapiens), P11229. CHO-K1 hM1, ACh EC20; 0% = ACh EC20, 100% = maximal ACh. activation, % at 3 µM. hit rate 0.088% among 360,000; in the data active = activation above about 19%, passing the limit was not always enough
M5 ag = human M5 muscarinic receptor agonists, primary screen, CHO-K1 cells, Fluo-8 calcium fluorescence | CHO-K1 hM5 cells; 0% DMSO wells, 100% maximal acetylcholine response | activation, % at 3 µM | hit rate 0.19% among 360,000;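 active = activation above the run's mean over test compounds plus 3 SD, cut at about 23% in these data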;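 note: signal is peak over basal fluorescence ratio across the kinetic read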
CHRM4 agonist = human M4 muscarinic receptor agonists, primary screen, CHO-K1 cells, Fluo-8 calcium fluorescence | Muscarinic acetylcholine receptor M4 (Homo sapiens), P08173 | CHO-K1 hM4/Gqi5; vehicle 0%, full acetylcholine response 100% | activation, % at 3 µM | hit rate 0.14% among 360,000 | AID 624127, 2012;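 active = activation above the run mean over all test wells plus 3 SD, cut at about 32% in these data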;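 note: peak over basal fluorescence ratio per well then scaled between controls; 0% = DMSO wells and 100% = acetylcholine at EC100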
CRFR2-BP ag = agonists of CRF-BP/CRF-R2 complex, primary screen, cell-based, HEK293, calcium dye fluorescence, uHTS; hit rate 0.46% among 350,000; AID 588473, 2011; activation, % at 13.2 µM; calcium dye fluorescence (FLIPR); percent of saturating CRF peptide response; CRF-binding protein / CRF receptor 2 complex (human);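 active = activation of at least 50%, plus an integration ratio under a set limit after plate pattern correction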;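 note: plate controls were neutral control wells without compound for no effect and CRF at EC100 for full effect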
M5 PAM = human M5 muscarinic receptor positive allosteric modulators, primary screen, CHO-K1 cells, Fluo-8 calcium fluorescence | Muscarinic acetylcholine receptor M5 (Homo sapiens), P08912 | CHO-K1 hM5, ACh EC20 PAM; 0% = ACh EC20, 100% = ACh EC100 | activation, % at 3 µM | hit rate 0.3% among 360,000 | AID 624038, 2012;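 active = activation above the run cutoff, the mean activation of all test compounds plus 3 SD, cut at about 18% in these data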
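Assay system: CHO-K1 hM5 cells / Incubation: Fluo-8 loading 80 min at 37 °C plus 30 min room temperature / Technique: Fluo-8 calcium dye fluorescence, kinetic read / Repeats: single replicate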
The depositor's hits bear a star.

SMILES | CHRM4 antagonist | M1 antag | M4 PAM | M5 antag | CHRM1 PAM | M5 ag | CHRM4 agonist | CRFR2-BP ag | M5 PAM
CC1=Nc2ccccc2/C1=C/c1sc(=N)n(-c2nccs2)c1O | 18 | 34* | -23 | 25 | -12 | 10 | 25 | 0.9 | -25
COCCCNc1nc2nonc2nc1N1CCN(Cc2cccc(C)c2)CC1 | -1 | 3 | 6 | 0 | 0 | -8 | 2 | 4.2 | 1
CCN(CC)C(=O)CSc1nc(OC)cc(=O)[nH]1 | 4 | -2 | -5 | -9 | 1 | -2 | 0 | -0.2 | 0
O=C(Oc1ccccc1N1C(=O)CCC1=O)c1ccco1 | 5 | -28 | 0 | 4 | 7 | -2 | 0 | -1.3 | 3
CN(C)CCNC=C(C(=O)Nc1ccc(Cl)cc1Cl)C(=O)Nc1ccc(Cl)cc1Cl | -5 | -8 | 13 | 0 | 10 | 1 | 2 | 4.1 | 3
CN(NS(=O)(=O)c1ccc(Br)cc1)c1nc(C(F)(F)F)nc2ccccc12 | -10 | 0 | 2 | 29* | 1 | 0 | 5 | 45 | -9
O=C(NCc1ccccn1)c1ccc2c(=O)n(CCc3ccccc3)c(=O)[nH]c2c1 | -6 | -2 | -1 | 0 | 0 | 1 | 7 | -0.2 | -8
COc1ccc(CN(C)C(=O)c2ccc(Oc3ccccc3)cc2)cc1F | 6 | -9 | -3 | 11 | 5 | -4 | 1 | 1.4 | -5
CCOc1ccc(CN2CCNC(=O)C2CC(=O)O)cc1 (stereo not given) | 2 | 8 | 13 | -25 | 2 | 2 | 1 | -0.1 | 12
Cc1ccc(N2CC(NC(=O)C(=O)c3c(C)[nH]c4ccccc34)CC2=O)cc1C (stereo not given) | -30 | 1 | 0 | -12 | 3 | 1 | 10 | -0.9 | 2
COc1ccccc1CNS(=O)(=O)c1cccc2nsnc12 | 10 | 13 | -6 | 11 | -5 | -1 | 0 | 0.0 | -6
CC1CCCCN1C(=S)NC(=O)c1ccco1 (stereo not given) | -2 | -16 | 14 | 9 | 13 | 1 | 1 | 1.6 | 3
CCC(=O)N1CC2(C)CN(C(=O)CC)CC(C)(C1)C2 | 3 | -5 | 0 | 2 | 4 | 1 | 0 | -2.8 | 1
CC(C)CCN1CCN(CCCn2cccn2)CC1CCO (stereo not given) | -4 | -4 | -1 | 5 | 5 | -2 | 0 | -1.7 | 2
Cc1ccc(N=Cc2sc(O)c3ccccc23)c(C)c1 | 0 | -11 | 14 | -7 | 7 | -2 | 1 | 21 | 8
CN=C1SC(CC(=O)Nc2sc3c(c2C#N)CCCC3)C(=O)N1C (stereo not given) | -3 | -9 | 3 | -1 | 10 | -1 | 1 | -0.3 | 3
COC(=O)Cn1ncc2c(C)n(Cc3ccccc3)c(C)c2c1=O | -13 | -11 | 6 | -3 | 0 | 3 | 1 | -1.7 | -2
CCOC(=O)c1cnn(-c2ccccc2)c1-n1cccc1C(=O)C(=O)Nc1ccccc1 | -5 | 0 | -5 | 2 | -2 | -4 | 0 | 1.1 | -4
C=CCNC(=O)c1ccc2c3n(nc2c1)-c1ccccc1CO3 | 2 | -2 | 2 | 10 | 11 | -1 | -1 | 0.4 | 8
CC1(Br)C2CCCC1C2S(=O)(=O)c1ccccc1 (stereo not given) | 11 | -3 | -2 | 2 | 9 | -6 | 0 | -0.3 | 1
CN(CC(=O)Nc1ccc(Cl)cc1)C(=O)c1ccc(COc2ccccc2)cc1 | -1 | 7 | 1 | 5 | -6 | 2 | 2 | 4.3 | -3
CCn1c(-c2sc(-c3ccccc3)nc2C)n[nH]c1=S | -2 | -2 | -1 | 23 | -16 | -3 | 1 | -1.0 | -14
Cc1ccc(S(=O)(=O)CCC(=O)Nc2nc3c(s2)CCCC3)cc1 | -14 | -8 | 16 | -5 | 5 | 1 | 3 | -2.3 | 0
COc1cccc(Oc2ccc(C(F)(F)F)cc2N)c1 | 12 | 10 | -2 | 21 | -9 | -7 | -1 | -4.4 | -12
CN(C)CCN(C(=O)CCS(=O)(=O)c1ccccc1)c1nc2c(F)cccc2s1 | 0 | -1 | -1 | 6 | 7 | -6 | 0 | -2.1 | -2
COC(=O)NNC(=O)C(C)Oc1ccc(Cl)cc1Cl (stereo not given) | 6 | 1 | 30* | -5 | 2 | -2 | 1 | 5.7 | 1
CC(C)(C)Cc1nnc(NC(=O)CCc2ccccc2)s1 | 6 | -14 | 0 | 12 | 9 | 2 | -1 | 0.0 | -3
Cc1ccc(C(=O)OCc2nc3ccccc3s2)o1 | -2 | -1 | 4 | 7 | 5 | -5 | 0 | 2.8 | 2
CCOc1ccccc1C1C(C(=O)Nc2ccccc2OC)=C(C)Nc2nc(CCCO)nn21 (stereo not given) | -14 | -11 | 2 | -1 | 6 | -1 | 0 | -0.4 | -8
Cc1ccc(N/C(N)=N/c2nc(CSc3nnc(N)s3)cc(=O)[nH]2)cc1 | 1 | -21 | 3 | -3 | 2 | -3 | 0 | -0.8 | 4

Ordered by length of the SMILES (low to high): part of the list above
SMILES | CHRM4 antagonist | M1 antag | M4 PAM | M5 antag | CHRM1 PAM | M5 ag | CHRM4 agonist | CRFR2-BP ag | M5 PAM
CC(C)(C)Cc1nnc(NC(=O)CCc2ccccc2)s1 | 6 | -14 | 0 | 12 | 9 | 2 | -1 | 0.0 | -3
COc1ccc(CN(C)C(=O)c2ccc(Oc3ccccc3)cc2)cc1F | 6 | -9 | -3 | 11 | 5 | -4 | 1 | 1.4 | -5
Cc1ccc(N2CC(NC(=O)C(=O)c3c(C)[nH]c4ccccc34)CC2=O)cc1C (stereo not given) | -30 | 1 | 0 | -12 | 3 | 1 | 10 | -0.9 | 2

More results
SMILES | CHRM4 antagonist | M1 antag | M4 PAM | M5 antag | CHRM1 PAM | M5 ag | CHRM4 agonist | CRFR2-BP ag | M5 PAM
CC(=O)SC(C[N+](=O)[O-])c1cn(C(C)=O)c2ccccc12 (stereo not given) | 3 | 8 | 14 | 1 | 10 | 1 | 3 | -3.7 | 3
CC(=O)c1cn(C)c(=O)n(C)c1=O | -2 | -4 | 6 | 3 | 11 | -4 | 2 | -1.7 | -5
COc1ccc(-c2cc(C(=O)OCC(=O)N3CCCCC3)c3ccccc3n2)cc1OC | -1 | 6 | -9 | 9 | -10 | 3 | 14 | 5.6 | -32
COc1ccc(CN2CCN(C(=O)c3ccccc3F)CC2)c(OC)c1OC | -18 | -10 | 4 | -8 | -2 | -1 | 1 | -1.9 | -3
COc1ccccc1CCNC(=O)CNC(=O)Cc1cccc2ccccc12 | -5 | -9 | 0 | 9 | 1 | -2 | 6 | -1.0 | -9
O=C(NCc1ccco1)c1ccc(Cl)c(S(=O)(=O)Nc2ccccc2)c1 | -4 | -3 | 13 | -13 | -1 | 2 | 2 | 1.6 | 9
CN(C)CCCNC(=S)N1CCn2c(nc3ccccc32)C1 | 1 | 2 | -4 | 6 | -2 | -4 | 1 | -1.4 | -6
CCOc1cc(C(=O)NCc2ccncc2)cc(OCC)c1OCC | 13 | 4 | -5 | 6 | -6 | 2 | 5 | 0.8 | -9
COc1ccc(CCNC(=O)c2cc(=O)c3cc(C)ccc3o2)cc1OC | -1 | -7 | -5 | -1 | 4 | 4 | 14 | -5.5 | -13
Nc1nc(COc2ccccc2C=O)nc(Nc2ccccc2)n1 | -8 | -3 | -3 | 8 | 7 | 4 | 4 | 1.0 | -6
O=C(Cc1ccsc1)N1CCN(S(=O)(=O)c2cc(C(F)(F)F)cc(C(F)(F)F)c2)CC1 | 7 | 0 | -2 | 7 | 6 | -4 | 1 | 0.0 | -1
C=CCc1c(C)nc(SCc2ccccc2)[nH]c1=O | 8 | -2 | -2 | 8 | -1 | -4 | 0 | 0.3 | 4
COC(=O)c1c(C)oc(C)c1S(=O)(=O)NC(c1ccccc1)c1ccccc1 | -6 | -8 | -2 | -2 | 4 | -14 | -2 | 0.9 | 10
CC(=O)Oc1ccccc1C1OC(=O)c2ccccc2N1C(C)=O (stereo not given) | 0 | -21 | 2 | 1 | 2 | 0 | 0 | -2.8 | -2
COc1cccc(COC(=O)c2cc(S(=O)(=O)N3CCCCC3)ccc2N2CCOCC2)c1OC | -8 | -15 | 9 | -4 | 12 | 1 | 0 | 3.9 | 6
Cc1nc(N2CCN(c3ccccn3)CC2)c2c(C)c(C(=O)Nc3c(F)cc(F)cc3Br)sc2n1 | 12 | 33 | -18 | 19 | -13 | -5 | 11 | -0.2 | -14
Nn1c(COc2ccccc2F)nnc1SCC(=O)NC1CC1 | -6 | -13 | 14 | -9 | 15 | -3 | 0 | 0.2 | -1
CCC1CC(CSC(=N)N)OC1=O (stereo not given) | 0 | -13 | 1 | 6 | 14 | -4 | 0 | -0.7 | 2
COc1ccccc1NC(=O)COC(=O)/C=C/c1ccc(OC)c(OC)c1 | 2 | -3 | 1 | 5 | -1 | 1 | 6 | -3.6 | -3
O=c1c2cc3ccccc3n2cnn1Cc1ccccc1F | 1 | -5 | 6 | 0 | 2 | -6 | -2 | 3.3 | -2

Of the compounds above, these have fluorine:
SMILES | CHRM4 antagonist | M1 antag | M4 PAM | M5 antag | CHRM1 PAM | M5 ag | CHRM4 agonist | CRFR2-BP ag | M5 PAM
CN(NS(=O)(=O)c1ccc(Br)cc1)c1nc(C(F)(F)F)nc2ccccc12 | -10 | 0 | 2 | 29* | 1 | 0 | 5 | 45 | -9
COc1ccc(CN(C)C(=O)c2ccc(Oc3ccccc3)cc2)cc1F | 6 | -9 | -3 | 11 | 5 | -4 | 1 | 1.4 | -5
COc1cccc(Oc2ccc(C(F)(F)F)cc2N)c1 | 12 | 10 | -2 | 21 | -9 | -7 | -1 | -4.4 | -12
CN(C)CCN(C(=O)CCS(=O)(=O)c1ccccc1)c1nc2c(F)cccc2s1 | 0 | -1 | -1 | 6 | 7 | -6 | 0 | -2.1 | -2
COc1ccc(CN2CCN(C(=O)c3ccccc3F)CC2)c(OC)c1OC | -18 | -10 | 4 | -8 | -2 | -1 | 1 | -1.9 | -3
O=C(Cc1ccsc1)N1CCN(S(=O)(=O)c2cc(C(F)(F)F)cc(C(F)(F)F)c2)CC1 | 7 | 0 | -2 | 7 | 6 | -4 | 1 | 0.0 | -1
Cc1nc(N2CCN(c3ccccn3)CC2)c2c(C)c(C(=O)Nc3c(F)cc(F)cc3Br)sc2n1 | 12 | 33 | -18 | 19 | -13 | -5 | 11 | -0.2 | -14
Nn1c(COc2ccccc2F)nnc1SCC(=O)NC1CC1 | -6 | -13 | 14 | -9 | 15 | -3 | 0 | 0.2 | -1
O=c1c2cc3ccccc3n2cnn1Cc1ccccc1F | 1 | -5 | 6 | 0 | 2 | -6 | -2 | 3.3 | -2
